Screening results (PubChem)
HP1b binding inh = inhibitors of HP1-beta chromodomain binding to methylated histone tails | P83916 | Potency, µM (highest dose often 114 µM), for the others: at the highest dose activity change, negative = inhibition, hits mostly inhibitors | AlphaScreen HP1-beta / biotin-H3K9me3 peptide binding | AID 540317 | hit rate 0.56% among 390,000; also: potency is read from the fitted curve at half-maximal effect; nearly all actives have a fitted effect of over 70% in size; inactives centre near 23
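AlphaScreen: HP1-beta (50 nM) preformed 30 min with biotin-H3(1-18)K9me3 peptide (50 nM) in PBS pH 7.4, 0.01% Tween-20. Compound added for 30 min at RT, then streptavidin donor/nickel chelate acceptor beads (10 ug/mL) for 30 min.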
USP1 inh = inhibitors of human USP1/UAF1 deubiquitinase. Potency, µM (highest dose often 57.1 µM), for inactives: top-dose activity change, negative = inhibition, usual class: inhibitors. O94782. hit rate 0.23% among 390,000. recombinant USP1/UAF1, Ub-Rhodamine cleavage fluorescence; also: potency is read from the fitted curve at half-maximal effect; % is scaled to controls: 0 for no effect and ±100 for the full control effect; nearly all actives have a fitted effect of over 60% in size; inactives centre near -12
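USP1/UAF1 complex (1 nM) preincubated 15 min at room temperature with compound, then Ub-Rho substrate (150 nM final) added. Kinetic fluorescence at 480/540 nm over 6 reads at 60 s intervals; 50 mM HEPES pH 7.8, 0.5 mM EDTA, 0.1 mg/ml BSA, 1 mM TCEP, 0.01% Tween-20.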
Tb PGK inh = inhibitors of T. brucei phosphoglycerate kinase; hit rate 0.043% among 380,000; P07378; Potency, µM (titrated, usually from 57.5 µM), for the others: at the top dose activity change, negative = inhibition, usual class: inhibitors; PGK/GAPDH coupled, Kinase-Glo luminescence, 60 min; also: potency is read from the fitted curve at half-maximal effect; % is scaled to controls: 0 for no effect and ±100 for the full control effect; nearly all actives have a fitted effect of over 60% in size
Target sequence (P07378 whole entry, looked up): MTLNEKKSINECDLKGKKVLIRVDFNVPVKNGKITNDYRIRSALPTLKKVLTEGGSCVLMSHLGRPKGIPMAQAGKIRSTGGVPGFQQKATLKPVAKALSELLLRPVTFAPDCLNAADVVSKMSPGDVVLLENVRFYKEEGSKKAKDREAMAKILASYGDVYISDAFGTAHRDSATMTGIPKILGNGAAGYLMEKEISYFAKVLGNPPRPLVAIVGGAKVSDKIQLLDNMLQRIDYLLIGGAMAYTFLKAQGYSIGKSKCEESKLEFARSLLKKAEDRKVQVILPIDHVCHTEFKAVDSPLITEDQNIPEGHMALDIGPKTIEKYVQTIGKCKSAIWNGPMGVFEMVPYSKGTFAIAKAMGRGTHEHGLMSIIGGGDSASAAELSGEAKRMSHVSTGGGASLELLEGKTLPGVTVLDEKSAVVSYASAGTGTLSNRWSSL
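Recombinant glycosomal PGK reaction used 1,3-bisphosphoglycerate generated in-well by GAPDH (100nM final) in 100mM TEA pH 7.6, 5mM MgCl2, 0.01% Tween-20. After 60 minutes at room temperature, ATP was read by Kinase-Glo Plus luminescence end-point.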
PI4K2A inh = blocks human PI4K2A kinase activity | Q9BTU6 | purified PI4K2A, ADP-Glo luminescence, 1 h; stronger effect = lower value | activity change, negative = inhibition, % at 76.9 µM | hit rate 0.13% among 420,000; in the data active = activity change below about -50%; inconclusive = mostly about -30% to -49%;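 also: -100% = wells without enzyme as full effect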
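PI4K2A activity was measured by ADP-Glo luminescence: enzyme (4 ug/mL stock) and phosphatidylinositol (1.2 mM stock) in Tris pH 7.5/MgCl2/EGTA/Triton X-100 buffer were reacted with ATP (300 microM stock) for one hour at ambient temperature.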
Pin1 inhibitor = blocks the human prolyl isomerase Pin1; Q13526; Pin1 FP peptide displacement, HiFluor488, 10 min; Potency, µM (top dose mostly 115 µM), inactives show top-dose activity, negative = inhibition, most hits filed as inhibitors; hit rate 0.009% among 390,000; active = well fitted inhibition curve with a large enough effect in the polarisation, with a control signal flat, not every such curve was filed as active; inconclusive = small, poorly fitted or top-dose-only effect, or effect the other way, or a change in a side signal; inactive = no such curve, though single readings can be large or run the other way; the % refers to the polarisation; also: potency is read from the fitted curve at half-maximal effect; % is scaled to controls: 0 for no effect and ±100 for the full control effect
Target sequence (Q13526 whole entry, looked up): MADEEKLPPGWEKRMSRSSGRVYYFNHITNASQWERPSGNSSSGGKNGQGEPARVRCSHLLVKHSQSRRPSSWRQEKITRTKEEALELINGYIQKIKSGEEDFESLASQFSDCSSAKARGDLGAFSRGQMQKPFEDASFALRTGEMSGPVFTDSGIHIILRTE
GLS inhibitor = glutaminase GLS (human) inhibition. hit rate 0.21% among 410,000. Potency, µM (highest dose often 45.5 µM), without a hit: at the top dose activity change, negative = inhibition, hits mostly inhibitors. GLS enzymatic activity, qHTS titration. AID 624170; also: potency is read from the fitted curve at half-maximal effect; % is scaled to controls: 0 for no effect and ±100 for the full control effect
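hKGA in 45 mM KH2PO4 pH 8.2, 0.02% Tween-20 with pin-transferred compounds; 1 mM L-glutamine (stock) plus glutamate oxidase/HRP/Amplex Red coupling added. Fluorescence read initially and after 30 min at RT.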
TrxR1 substrate = is turned over as a substrate by rat TrxR1; purified TrxR1 substrate turnover, NADPH consumption readout; hit rate 0.01% among 390,000; AID 588456; Potency, µM (highest dose often 114 µM), for inactives: top-dose activity change, negative = substrate turnover; also: potency is read from the fitted curve at half-maximal effect; % is scaled to controls: 0 for no effect and ±100 for the full control effect; nearly all actives have a fitted effect of over 50% in size
Target sequence (O89049 whole entry, looked up): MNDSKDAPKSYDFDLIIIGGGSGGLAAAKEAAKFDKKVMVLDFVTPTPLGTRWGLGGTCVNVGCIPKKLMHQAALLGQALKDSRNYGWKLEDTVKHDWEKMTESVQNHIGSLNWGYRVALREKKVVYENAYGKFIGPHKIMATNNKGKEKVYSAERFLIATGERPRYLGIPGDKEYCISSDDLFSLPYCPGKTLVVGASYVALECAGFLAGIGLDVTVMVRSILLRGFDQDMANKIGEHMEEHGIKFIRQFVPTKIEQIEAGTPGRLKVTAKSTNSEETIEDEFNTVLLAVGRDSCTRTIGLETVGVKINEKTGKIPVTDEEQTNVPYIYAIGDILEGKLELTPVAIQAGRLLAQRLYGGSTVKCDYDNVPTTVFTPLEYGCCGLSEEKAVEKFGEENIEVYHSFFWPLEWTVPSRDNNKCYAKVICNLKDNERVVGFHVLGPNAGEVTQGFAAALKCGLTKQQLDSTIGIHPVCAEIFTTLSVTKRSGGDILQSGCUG
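Rat TrxR1, dispensed at 90 nM, was prereduced with 400 uM NADPH (final) for 5 min at ~22 deg C, then incubated with compound 15 min before 400 uM selenite. A first-read NADPH fluorescence drop versus no-compound background flagged substrates.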
mIDH1 inhibitor = human IDH1 R132H inhibition. O75874. IDH1-R132H enzyme, NADPH consumption, diaphorase/resazurin fluorescence. Potency, µM (titrated, usually from 76.6 µM), inactives show at the top dose activity change, negative = inhibition, most hits filed as inhibitors. hit rate 0.093% among 390,000; also: potency is read from the fitted curve at half-maximal effect; % is scaled to controls: 0 for no effect and ±100 for the full control effect; nearly all actives have a fitted effect of over 65% in size
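IDH1-R132H (0.5 ug/mL dispensed) in pH 7.5 Tris buffer was preincubated 30 min with compound, then given a substrate mix of 0.016 mM NADPH and 2 mM alpha-KG for 80 min at room temperature; remaining NADPH was read by diaphorase/resazurin fluorescence.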
rTrxR1 inhibitor = inhibitors of rat thioredoxin reductase 1; recombinant rTrxR1, NADPH fluorescence consumption, selenite substrate; AID 588453; O89049; hit rate 1% among 390,000; Potency, µM (series often up to 114 µM), without a hit: at the highest dose activity change, negative = inhibition, usual class: inhibitors; also: potency is read from the fitted curve at half-maximal effect; % is scaled to controls: 0 for no effect and ±100 for the full control effect; nearly all actives have a fitted effect of over 65% in size
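Rat TrxR1 (90 nM in the dispensed reagent) was pre-reduced with 400 uM NADPH for 5 min at room temperature, then incubated with compound for 15 min. After 400 uM selenite was added, NADPH fluorescence (Ex 340/Em 450 nm) was followed for 8 min.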
The depositor's hits bear a star; & = joins results of further samples; [ ] = remark or other dose. Unless noted, calls follow the shape of the dose curve; as a rule, active = well fitted curve in the direction sought with a large enough effect; inconclusive = small, poorly fitted or top-dose-only effect, or another doubt; inactive = no such curve, though single readings can be large; an effect the other way counts as inactive or inconclusive. Not all compounds are listed (hit frequency here may not be typical).

For CCc1ccc(NC(=O)NCCN2CCc3ccccc3C2)cc1 the results were HP1b binding inh 1%, USP1 inh -13%, Tb PGK inh 4%, PI4K2A inh 6, Pin1 inhibitor -9%, GLS inhibitor 21%, TrxR1 substrate 6%[57.1 µM], mIDH1 inhibitor -2% and rTrxR1 inhibitor 7%[57.1 µM].
CC(=O)N/C(=C\c1ccc(F)cc1)C(=O)NC(Cc1c[nH]c2ccccc12)C(=O)O (centres undefined) was read as HP1b binding inh 7%, USP1 inh -8%, Tb PGK inh 5%, PI4K2A inh -2, Pin1 inhibitor -5%, GLS inhibitor 16%, TrxR1 substrate 12%[57.1 µM], mIDH1 inhibitor 11% and rTrxR1 inhibitor 11%[57.1 µM].
Screening Cc1ccc(C2C(=O)N(C3CCCC3)CC(=O)N2CC2COc3ccccc3O2)cc1 (centres undefined) returned HP1b binding inh 26%, USP1 inh -4%, Tb PGK inh -7%, PI4K2A inh 1, Pin1 inhibitor -8%, GLS inhibitor -7%, TrxR1 substrate 13%[57.1 µM], mIDH1 inhibitor 3% and rTrxR1 inhibitor 31%[57.1 µM].
O=C(O)C1=CCCc2ccc(F)cc21 was read as HP1b binding inh -15%, USP1 inh -13%, Tb PGK inh -1%, PI4K2A inh -4, Pin1 inhibitor -10%, GLS inhibitor -16%, TrxR1 substrate 2%, mIDH1 inhibitor -3% and rTrxR1 inhibitor 23%.
For COc1ccc(CCC(=O)N2CCN(S(=O)(=O)c3ccc(OC(F)(F)F)cc3)CC2)cc1 the results were HP1b binding inh 39%, USP1 inh -8%, Tb PGK inh -7%, PI4K2A inh 0, Pin1 inhibitor 4%, GLS inhibitor -3%, TrxR1 substrate -14%, mIDH1 inhibitor 9% and rTrxR1 inhibitor -10%.
For Cc1c(NC(=O)COc2ccc3ccccc3c2)c(=O)n(-c2ccccc2)n1C the results were HP1b binding inh 15%, USP1 inh -2%, Tb PGK inh -10%, PI4K2A inh -2, Pin1 inhibitor -3%, GLS inhibitor 7%, TrxR1 substrate -2%[57.1 µM], mIDH1 inhibitor -4% and rTrxR1 inhibitor -1%[57.1 µM].
Screening O=C(Nc1cccc(Cl)c1)N1CC2CCCN2c2ccccc21 (centres undefined) returned HP1b binding inh inconclusive, USP1 inh -7%, Tb PGK inh 0%, PI4K2A inh -1, Pin1 inhibitor 23%, GLS inhibitor 9%, TrxR1 substrate 17%[57.1 µM], mIDH1 inhibitor 9% and rTrxR1 inhibitor 22%[57.1 µM].
Screening Cc1cccn2c(=O)c3cc(C(=O)NCCc4ccccc4)sc3nc12 returned HP1b binding inh 20%, USP1 inh -3%, Tb PGK inh -2%, PI4K2A inh -8, Pin1 inhibitor 46%[activator], GLS inhibitor 0%, TrxR1 substrate 81%[activator], mIDH1 inhibitor 0% and rTrxR1 inhibitor 1%.
Cc1cccc(CN2CCc3c(OCC(=O)N4CCCc5ccccc54)cccc3C2=O)c1 was read as HP1b binding inh 10%, USP1 inh -2%, Tb PGK inh 3%, PI4K2A inh 1, Pin1 inhibitor 16%, GLS inhibitor 10%, TrxR1 substrate -16%, mIDH1 inhibitor 7% and rTrxR1 inhibitor -21%.
For Cc1ccc(S(=O)(=O)N2CCN(C(=O)COC(=O)/C=C/c3ccc(C(F)(F)F)cc3)CC2)c(C)c1 the results were HP1b binding inh 70%[activator], USP1 inh -16%, Tb PGK inh inactive, PI4K2A inh -3, Pin1 inhibitor 3%, GLS inhibitor -1%, TrxR1 substrate 8%, mIDH1 inhibitor 3% and rTrxR1 inhibitor 27%.
`COC(=O)c1ccc(Oc2coc3cc(OCc4cnn(-c5ccccc5)c4)ccc3c2=O)cc1` gave HP1b binding inh 63%, USP1 inh -8%, Tb PGK inh 1%, PI4K2A inh -1, Pin1 inhibitor 13%, GLS inhibitor -4%, TrxR1 substrate -4%, mIDH1 inhibitor -1% and rTrxR1 inhibitor 3%.
`OC(CNC1Cc2ccccc2C1)COc1ccc(F)cc1` (centres undefined) gave HP1b binding inh 15%, USP1 inh -11%, Tb PGK inh -8%, PI4K2A inh 2, Pin1 inhibitor -3%, GLS inhibitor 7%, TrxR1 substrate 1%, mIDH1 inhibitor -4% and rTrxR1 inhibitor 23%.
Screening Cc1ccc(CNC(=O)C2CCCN2C(=O)Nc2ccccc2)cc1 (centres undefined) returned HP1b binding inh 35%, USP1 inh 0%, Tb PGK inh 9%, PI4K2A inh 0, Pin1 inhibitor 0%, GLS inhibitor 4%, TrxR1 substrate -4%, mIDH1 inhibitor 3% and rTrxR1 inhibitor 2%.
CCc1ccc(NC(=O)C2=C(C)C(=O)OC23CCCCC3)cc1 was read as HP1b binding inh 39%[activator], USP1 inh -22%, PI4K2A inh -2, Pin1 inhibitor -8%, GLS inhibitor 2%, TrxR1 substrate 4% and rTrxR1 inhibitor 33%.
For CN(CCOc1ccccc1)C(=O)c1ccc(Cl)c(S(=O)(=O)N2CCCCC2)c1 the results were HP1b binding inh 26%, USP1 inh -8%, Tb PGK inh 2%, PI4K2A inh -1, Pin1 inhibitor -1%, GLS inhibitor 2%, TrxR1 substrate -2%, mIDH1 inhibitor 1% and rTrxR1 inhibitor 25%.
COc1cccc(-c2nnc3n2N=C(C(C)(C)C)CS3)c1 was read as HP1b binding inh 25%, USP1 inh -8%, Tb PGK inh -5%, PI4K2A inh 5, Pin1 inhibitor inconclusive, GLS inhibitor 11%, TrxR1 substrate -6%[57.1 µM], mIDH1 inhibitor 8% and rTrxR1 inhibitor 10%.
For CC1CCCCC12NC(=O)N(CC(=O)N1CCc3ccccc31)C2=O (centres undefined) the results were HP1b binding inh 41%[activator], USP1 inh -21%, Tb PGK inh -4%, PI4K2A inh 1, Pin1 inhibitor 24%, GLS inhibitor -7%, TrxR1 substrate -4%, mIDH1 inhibitor -1% and rTrxR1 inhibitor 5%.
`O=C(Nc1ccc(F)cc1F)c1cc(S(=O)(=O)N2CCCCC2)c[nH]1` gave HP1b binding inh 55%[activator], USP1 inh -22%, Tb PGK inh inactive, PI4K2A inh -3, Pin1 inhibitor inconclusive, GLS inhibitor -5%, TrxR1 substrate 4%, mIDH1 inhibitor -12% and rTrxR1 inhibitor 35%.
For COc1ccc2c(c1)cc1c(=O)n(CC(=O)NC(C)CCc3ccccc3)nc(C)n12 (centres undefined) the results were HP1b binding inh 15%&50%, USP1 inh -8%&-14%, Tb PGK inh 2%&-7%, PI4K2A inh -3&0, Pin1 inhibitor -2%&3%, GLS inhibitor 2%&-2%, TrxR1 substrate -13%&13%, mIDH1 inhibitor -14%&14% and rTrxR1 inhibitor -8%&20%.
`Cc1c(Cc2ccccc2)c(=O)oc2c(C)c(OC(C)C(=O)NCC3CCC(C(=O)O)CC3)ccc12` (centres undefined) gave HP1b binding inh 23%, USP1 inh 14%, Tb PGK inh 5%, PI4K2A inh -2, Pin1 inhibitor 1%, GLS inhibitor 4%, TrxR1 substrate 96%[activator], mIDH1 inhibitor 0% and rTrxR1 inhibitor inconclusive.
O=C(CSc1nnc(-c2cc(-c3cccs3)nc3ccccc23)o1)NC1CCCCC1 was read as HP1b binding inh 23%, USP1 inh -18%, Tb PGK inh 2%, PI4K2A inh -1, Pin1 inhibitor 6%, GLS inhibitor 10%, TrxR1 substrate 61%[activator], mIDH1 inhibitor 3% and rTrxR1 inhibitor 12%.
Screening C=CCNC(=O)c1onc(CSc2ccc(F)c(F)c2)c1C(=O)O returned HP1b binding inh 18%, USP1 inh -20%, Tb PGK inh -7%, PI4K2A inh 1, Pin1 inhibitor 1%, GLS inhibitor 13%, TrxR1 substrate 3%, mIDH1 inhibitor 20% and rTrxR1 inhibitor 23%.
COc1ccc(NC(=O)CSCC(=O)N=c2sccn2C)cc1 was read as HP1b binding inh 39%, USP1 inh -24%, Tb PGK inh -3%, PI4K2A inh 2, Pin1 inhibitor 9%, GLS inhibitor -4%, TrxR1 substrate 3%, mIDH1 inhibitor -11% and rTrxR1 inhibitor 19%.
Cc1ccccc1C(=O)c1cccn1CC(=O)NCc1ccco1 was read as HP1b binding inh 30%, USP1 inh 1%, Tb PGK inh 3%, PI4K2A inh -8, Pin1 inhibitor -2%, GLS inhibitor -1%, TrxR1 substrate 10%[57.1 µM], mIDH1 inhibitor 3% and rTrxR1 inhibitor -4%[57.1 µM].
`COc1cccc(NC(=O)c2nc3ncccn3n2)c1` gave HP1b binding inh 28%, USP1 inh 5%, Tb PGK inh 8%, PI4K2A inh -2, Pin1 inhibitor 2%, GLS inhibitor 10%, TrxR1 substrate -11%, mIDH1 inhibitor -5% and rTrxR1 inhibitor 6%[57.1 µM].
For CC(SC(=S)N1CCOCC1)C(=O)O (centres undefined) the results were HP1b binding inh 15%, USP1 inh 1%, Tb PGK inh 3%, PI4K2A inh -11, Pin1 inhibitor 2%, GLS inhibitor 4%, TrxR1 substrate -12%, mIDH1 inhibitor -5% and rTrxR1 inhibitor -27%.
CCC(C)NC(=O)Cn1c(=O)c2cccn2c2ccc(F)cc21 (centres undefined) was read as HP1b binding inh 22%, USP1 inh 6%, Tb PGK inh -9%, PI4K2A inh -3, Pin1 inhibitor -1%, GLS inhibitor -20%, TrxR1 substrate -1%, mIDH1 inhibitor 5% and rTrxR1 inhibitor 21%.
